Source: PubChem BioAssay (several laboratories)
KCNK3 block: human KCNK3 channel inhibitors, primary screen, CHO cells, FluxOR thallium flux, B-score. Potassium channel subfamily K member 3 (Homo sapiens), O14649. FluxOR fluorescence; stronger effect = lower value. B-score at 10 µM. hit rate 0.84% among 340,000. AID 602410, 2012;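 active = B-score under library mean minus 4 SD, starting fluorescence ratio at most library mean plus 5 SD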;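 also: more negative B-score means stronger inhibition of thallium flux through KCNK3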
Target sequence (O14649 whole entry, looked up): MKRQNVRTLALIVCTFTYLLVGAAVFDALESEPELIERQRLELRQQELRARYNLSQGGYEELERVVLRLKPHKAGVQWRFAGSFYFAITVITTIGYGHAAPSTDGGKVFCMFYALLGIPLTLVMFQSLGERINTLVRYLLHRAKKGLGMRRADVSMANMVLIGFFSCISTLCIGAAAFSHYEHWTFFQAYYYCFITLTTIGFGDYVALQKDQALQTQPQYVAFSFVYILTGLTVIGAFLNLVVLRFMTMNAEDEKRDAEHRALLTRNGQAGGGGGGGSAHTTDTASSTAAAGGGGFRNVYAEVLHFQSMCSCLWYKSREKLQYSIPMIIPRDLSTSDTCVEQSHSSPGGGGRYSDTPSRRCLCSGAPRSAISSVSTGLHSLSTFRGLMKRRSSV
Dyrk1A ADPGlo: rat Dyrk1A kinase inhibitors, primary screen, biochemical, single point, plate reader | ADP-Glo luminescence, NFATc1 peptide | inhibition, % at 12.5 µM | Dual specificity tyrosine-phosphorylation-regulated kinase 1A (Rattus norvegicus), Q63470 | hit rate 0.43% among 310,000; in the data active = inhibition above about 50%;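 also: plate controls were vehicle with enzyme for no effect and no enzyme for full effect; many of its hits are not listed in these tables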
An asterisk follows results filed as active; i = inactive.

canonical_smiles	Dyrk1A ADPGlo	KCNK3 block
CCOC(=O)C1=CNS(=O)(=O)NC1c1ccc(C(F)(F)F)cc1 (stereo not given)	-4	i
COc1ccc(Cl)cc1NC(=O)CSc1nnc(Cn2c(=O)sc3ccccc32)n1C	-3	i
CCC[C@H]1CC(=O)C=C(c2ccsc2)ON1C(=O)OC(C)(C)C	-1	i
NC(CSC(c1ccccc1)(c1ccccc1)c1cccc2ccccc12)C(=O)O (stereo not given)	-4	i
C(=Cc1cccnc1)c1ccncc1	26	i
O=C(Cc1cccc(NC(=O)C2CCN(C(=O)CCc3ccccc3)CC2)c1)Nc1cccc(C(=O)N2CCOCC2)c1	1	i
CCN(c1ccc(NC(=O)COC(=O)C(C)N=C2NS(=O)(=O)c3ccccc32)cc1)C(C)C (stereo not given)	-2	i
O=C(NN(Cc1ccccc1)Cc1ccccc1)c1ccccc1	1	i
O=C(COC(=O)c1c(F)cccc1F)Nc1ccc2c(c1)OCO2	12	i
Cc1ccc(NC(=O)C2CCN(S(=O)(=O)c3ccc4ccccc4c3)CC2)nc1	-1	i
CC1c2ccccc2-c2ccccc2N1C (stereo not given)	4	i
COCCN(C(=O)COC(=O)CCOc1cc(C)ccc1C)c1c(N)n(Cc2ccccc2)c(=O)[nH]c1=O	-4	i
CC1(C)NC(=O)N(CC(=O)OCC(=O)N2CCN(S(=O)(=O)c3ccccc3)CC2)C1=O	-6	i
O=C(NC(CO)C(=O)OCc1ccccc1)OCc1ccccc1 (stereo not given)	2	i
CCOc1ccc(C(=O)OCC(=O)Nc2cc(S(=O)(=O)N3CCOCC3)ccc2N2CCOCC2)cc1	-3	i
C=CCn1c(C)cc(C(=O)CSc2nnc3n(CCC)c(=O)c4ccccc4n23)c1C	-4	i
CCOC(=O)C1CCN(C(=O)COC(=O)CSc2ccccc2C)CC1	-7	i
Cc1cc(Cl)cc2sc(=S)[nH]c12	11	i
Cc1ccc(/C([O-])=C(/C(=S)NCc2ccccc2)[n+]2cccc(CO)c2)cc1[N+](=O)[O-]	4	i
Cc1ccc2nc3c(cc(S(=O)(=O)c4ccccc4)c(=N)n3C3CCCC3)c(=O)n2c1	-1	i
CCCCn1c(N)c(N(Cc2ccccc2OC)C(=O)C(C)Oc2ccc(Br)cc2)c(=O)[nH]c1=O (stereo not given)	-1	i
CC(C)c1c(O)ccc2c1CC[C@H]1C(C)(C)CCC[C@]21C	-1	i
Cc1ccc(NC2(C(N)=O)CCCC2)cc1	6	i
Cc1ccccc1OCC(=O)OCC(=O)Nc1ccc2c(c1)OCCO2	2	i
COc1ccccc1C1CC(=O)Oc2cc(O)ccc21 (stereo not given)	15	i
CCOC(=O)C1CCN(C(=O)c2ccc(S(=O)(=O)Nc3ccccc3Cl)cc2)CC1	3	i
COc1ccccc1NC(=O)c1ccccc1NC(=O)c1ccccn1	0	i
CCCCN(Cc1ccccc1)S(=O)(=O)c1cc2c(cc1Br)CC(C)N2C(C)=O (stereo not given)	-3	i
CCOc1ccc(/C=C2/SC(=S)N(C(C(=O)O)c3ccccc3)C2=O)cc1OCC (stereo not given)	-2	i
Cc1ccc(Nc2cc(Cl)nc(N)n2)c([N+](=O)[O-])c1	-1	i
COc1cccc(CN(C)C(=O)Cn2cc(C)c(=O)[nH]c2=O)c1	5	i
CCN(C(=O)COC(=O)CCOc1cc(C)ccc1C)c1c(N)n(Cc2ccccc2)c(=O)[nH]c1=O	-4	i
CCOc1ccc(S(=O)(=O)N2CCOCC2)cc1NC(=O)CN1C(=O)NC(C)(c2ccc(C)cc2)C1=O (stereo not given)	-3	i
C[C@@]12C(=O)Nc3cc(F)c(F)cc3C(=O)N1[C@H]1c3ccccc3OC[C@@H]1[C@@H]2c1ccccc1	-15	i
COc1ccc(NC(C)=O)c([N+](=O)[O-])c1[N+](=O)[O-]	5	i
COCCN(C(=O)c1ccc(C)c(S(=O)(=O)N2CCOCC2)c1)c1c(N)n(CC(C)C)c(=O)[nH]c1=O	0	i
CCCCn1c(NC(=O)c2ccccc2)c(C#N)c2nc3ccccc3nc21	7	i
COc1cc(NCCCCCCN)c2ncccc2c1OC	7	i
COc1ccc(S(=O)(=O)N2CCOCC2)cc1NC(=O)c1ccc(=O)[nH]c1	-2	i
Nc1ncncc1-c1ccccc1Cl	-2	i
COc1ccc([N+](=O)[O-])cc1NCC(=O)Nc1cccc(S(=O)(=O)N2CCCC2)c1	-5	i
COC(=O)CCNC(=O)Cc1ccc(S(=O)(=O)N2CCCCC2)s1	2	i
Cc1nn(-c2ccccc2)c(Cl)c1/C=C(/CC(=O)O)c1nc2ccccc2s1	-2	i
O=C1CSC(=S)N1N=Cc1ccc(Cl)cc1Cl	-6	i
O=C1OC=NC1=Cc1ccccc1	-5	i
Cc1c(C(=O)O)[nH]c2ccc([N+](=O)[O-])cc12	47	i
O=Cc1ccc(OCc2cn(CC(=O)c3ccc(O)cc3)nn2)cc1	1	i
O=C(COC(=O)c1ccccc1F)Nc1ccc2c(c1)OCCO2	7	i
Cc1ccc(NC(=O)n2ccc(-c3ccc(-n4ccnc4)cc3)n2)cc1	2	i
CC(C)N(C(=O)[C@H]1C[C@H](CC(=O)NCc2ccco2)C(=O)N2CCc3c([nH]c4cc(CCC(=O)N(C)C)ccc34)[C@]12C)C(C)C	1	i
O=C(NCc1ccccc1Cl)c1ccc(S(=O)(=O)N2CCCC2)cc1	-4	i
O=C(CN1CCN(S(=O)(=O)c2cccs2)CC1)N1CCCCC1	-12	i
CCN(CC(=O)Nc1c(F)cccc1F)C(=O)c1cccc(-n2cnnn2)c1	7	i
Cc1c(C(=O)Nc2ccccc2N2CCN(C)CC2)oc2ccc(F)cc12	3	i
CCCC(=O)NC1=C(Cl)C(=O)c2ccccc2C1=O	6	-9.3*
COc1ccc(NC(=O)CCCNC(=O)c2ccc(Cl)cc2)cc1S(=O)(=O)N1CCCCC1	-2	i
Cc1ccccc1Nc1nc(N)nc(COC(=O)CCC(=O)c2ccc(F)cc2)n1	10	i
CC(C)OC(=O)C1OC1(C)c1ccccc1 (stereo not given)	0	i
O=S(=O)(Oc1ccccc1)c1ccc(Cl)c(Cl)c1	0	i
CN(N=O)c1ccc(CC2CCc3ccccc32)cc1 (stereo not given)	-3	i

The final 5 compounds of the section before lead into the next.
canonical_smiles	Dyrk1A ADPGlo	KCNK3 block
COc1ccc(NC(=O)CCCNC(=O)c2ccc(Cl)cc2)cc1S(=O)(=O)N1CCCCC1	-2	i
Cc1ccccc1Nc1nc(N)nc(COC(=O)CCC(=O)c2ccc(F)cc2)n1	10	i
CC(C)OC(=O)C1OC1(C)c1ccccc1 (stereo not given)	0	i
O=S(=O)(Oc1ccccc1)c1ccc(Cl)c(Cl)c1	0	i
CN(N=O)c1ccc(CC2CCc3ccccc32)cc1 (stereo not given)	-3	i
CCN(CC(=O)Nc1ccc(NC(C)=O)cc1)C(=O)CCN1C(=O)C2CC=CCC2C1=O (stereo not given)	-6	i
C#CCOCCOCCOCCNc1nc(N2CCN(C(=O)[C@H](C(C)C)n3cc(CCO)nn3)CC2)nc(N2CCN(C(=O)[C@H]([C@@H](C)CC)n3cc(CCC(=O)O)nn3)CC2)n1	-4	i
CC(C)C[C@@H](CNCC(=O)[C@H](Cc1ccccc1)NC(=O)c1[nH]cnc1C(=O)N[C@H](CN)CC(C)C)NC(=O)c1nc[nH]c1C(=O)N[C@@H](CC(=O)O)C(=O)O	1	i
Cc1ccc(S(=O)(=O)N2CCN(c3nc(C)c4c(c3C#N)CC(C)(C)OC4)CC2)cc1	4	i
COc1ccccc1C(CNC(=O)CCNS(=O)(=O)c1ccc(Br)cc1)N1CCCC1 (stereo not given)	2	i
Cc1cccc(NC2(C(=O)O)CCCC2)c1	4	i
Cc1ccc(S(=O)(=O)N2CCN(CN3C(=O)CC4(CCCC4)C3=O)CC2)cc1	-4	i
CCN(CC)S(=O)(=O)c1cccc(C(=O)NC(C(=O)NNC(=O)c2ccccc2F)C(C)C)c1 (stereo not given)	0	i
COc1cccc(NC(=O)CN(C)C(=O)c2cccc(S(=O)(=O)N3c4ccccc4CC3C)c2)c1 (stereo not given)	-5	i
CN(C)c1ccc(/C=C(\C#N)c2ccccc2)cc1	-3	i
COc1cccc(-n2c(SCC(=O)NC3CCS(=O)(=O)C3)nc3ccccc3c2=O)c1 (stereo not given)	-1	i
Oc1c(CNc2ccccc2)cc(COCc2ccccc2)c2cccnc12	-16	i
Cc1cccc(NS(=O)(=O)c2ccc(C)c(C(=O)NCC(c3cccs3)N(C)C)c2)c1 (stereo not given)	12	i
COC(=O)C12OCC34C(CC5C(C)=C(O)C(=O)CC5(C)C3C(O)C1O)OC(=O)C(OC(=O)C=C(C)C)C24 (stereo not given)	-1	i
COC(=O)CCN(Cc1cc(OC)ccc1OC)S(=O)(=O)c1ccccc1Br	0	i
CN(C)CCNc1ccc(CO)c2sc3ccc(O)cc3c(=O)c12	77*	i
CCCCNC(=O)COC(=O)c1c2c(nc3ccccc13)/C(=C\c1cccs1)CC2	-1	i
Nc1ccc2c(c1)C(=O)c1ccc(N)cc1-2	7	i
O=[N+]([O-])c1cc(S(=O)(=O)N2CCCCCC2)ccc1Cl	-7	i
CCCn1c(CN2CCN(C(=O)c3ccco3)CC2)nc2cc(S(=O)(=O)N(C)C)ccc21	-2	i
COC(=O)c1cc(S(=O)(=O)N2CCOCC2)c(N2CCOCC2)cc1N1CCOCC1	-11	i
CN(Cc1ccc(Cl)cc1Cl)C(=O)c1cccc(S(=O)(=O)NCc2ccccc2)c1	-2	i
Cc1ccc(N(Cc2ccccc2)C(=O)Cc2ccc(S(=O)(=O)N3CCOCC3)s2)cc1	14	i
CC(OC(=O)c1ccc(S(=O)(=O)N2CCCCC2)cc1)C(=O)Nc1ccc(C(N)=O)cc1 (stereo not given)	0	i
O=C1NC(Cc2ccccc2)C(=O)N1Cc1ccccc1 (stereo not given)	2	i
N#CCCn1cc(C(=O)CN2C(=O)C(=O)N(C3CCCC3)C2=O)c2ccccc21	11	i
c1ccc(C(=C2CCCO2)c2ccccc2)cc1	-2	i
COc1ccc2c(c1)C(=O)CC(c1ccccc1)O2 (stereo not given)	-2	i
Cc1cccc(NC(=O)COc2ccc3c(c2)CCC3)n1	12	i
COc1ccc(C(=O)c2cc(OC)c(OC)c(OC)c2)cc1OC	-3	i
c1ccc(COc2ncnc3c2ncn3CCCNCC2CCCO2)cc1 (stereo not given)	-13	i
CC(=O)c1c(C)[nH]c(C(=O)CN2C(=O)NC3(CCCCC3)C2=O)c1C	20	i
Cc1c(-c2ccccc2Br)nc2ccccc2c1C(=O)O	6	i
Cc1ccc(C(=O)NNC(=O)c2ccccc2OCc2c(C)noc2C)cc1	10	i
CCOc1ccc(OCC(=O)Nc2cccc(S(=O)(=O)NC3=NCCC3)c2)cc1	6	i
O=C(C=Cc1ccco1)c1ccc2ccccc2c1	6	i
CCc1cccc(NC(=O)C2CCCN2S(=O)(=O)c2ccccc2C(F)(F)F)c1 (stereo not given)	0	i
CN(c1ccccc1)S(=O)(=O)c1cccc(C(=O)Nc2ccc(N3CCOCC3)cc2)c1	3	i
Cc1cccc(NC(=O)CSc2nc(C)nc3c2c(=O)n(C)c(=O)n3C)c1	-1	i
CC(C)(C)NC(=O)C(c1ccc(-c2ccccc2)cc1)N(C[C@H]1CC[C@@H]([C@@H]2CC[C@H](CO)O2)O1)C(=O)c1ccc2ccccc2c1 (stereo not given in full)	0	i

KCNK3 block: what is marked active above.
canonical_smiles	Dyrk1A ADPGlo	KCNK3 block
CCCC(=O)NC1=C(Cl)C(=O)c2ccccc2C1=O	6	-9.3*

Next section:
canonical_smiles	Dyrk1A ADPGlo	KCNK3 block
O=C(CSc1nc2ccc([N+](=O)[O-])cc2s1)c1ccc2ccccc2c1	1	i
O=C1C2C3C=CC(O3)C2C(=O)N1Nc1ccccc1 (stereo not given)	-2	i
Oc1ccccc1C=NNC(=S)NN=Cc1ccccc1O	25	i
Nc1nc(SCc2ccccc2Cl)c2ncn(C3OC(CO)C(O)C3O)c2n1 (stereo not given)	-1	i
CCc1ccc(CN(C)C(=O)c2cccc(S(=O)(=O)Nc3ccccc3OC)c2)cc1	1	i
C=C(C1=CCN(S(=O)C(C)(C)C)[C@H]1CCO)c1ccccc1 (stereo not given in full)	3	i
COC(=O)c1c(C)cccc1C1CN=NC12Cc1ccccc1C2=O (stereo not given)	4	i
CCOc1cccc2cc(C(=O)OCC(=O)Nc3c(C)cccc3CC)c(=O)oc12	-6	i
CC(=O)c1ccc(S(=O)(=O)N(C)CCCC(=O)NCc2ccc3c(c2)OCO3)cc1	15	i
O=C(CN1C(=O)C2CCCCC2C1=O)NC1CCCc2ccccc21 (stereo not given)	-2	i
CCCn1cnc2c(SCc3ccccc3F)nc(N)nc21	-4	i
COc1cc2nc(=S)n(CCCN3CCOCC3)c(N)c2cc1OC	1	i
CCOC(=O)c1ccc(N=Cc2cnc(N)nc2N)cc1	16	i
CC(C)c1ccc(NC(=O)C2=CC=CN3CCS(=O)(=O)N=C23)cc1	-1	i
CN(CCc1ccccc1)C(=O)c1ccc(NC(=O)Cc2ccc(NC(=O)C3CCN(C(=O)C4CC4)CC3)cc2)cc1	8	i

These rows are one share of the data, so the mix of outcomes need not match the whole.
